Screening data (PubChem)
EBI2 antag: EBI2 (human) antagonism | P32249 | EBI2 beta-arrestin recruitment, luminescence, 7a,25-OHC stimulated | inhibition, % at 5 µM | 360,000 compounds, 0.81% hits | AID 651636; in the data active = inhibition above about 38%;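 note: enzyme fragment complementation signal reports receptor beta-arrestin coupling in cells; 0% = agonist plus DMSO wells and 100% = wells without agonist; some results beyond the cut were filed as inactive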
Target sequence (P32249 whole entry, looked up, the tested form may be a part): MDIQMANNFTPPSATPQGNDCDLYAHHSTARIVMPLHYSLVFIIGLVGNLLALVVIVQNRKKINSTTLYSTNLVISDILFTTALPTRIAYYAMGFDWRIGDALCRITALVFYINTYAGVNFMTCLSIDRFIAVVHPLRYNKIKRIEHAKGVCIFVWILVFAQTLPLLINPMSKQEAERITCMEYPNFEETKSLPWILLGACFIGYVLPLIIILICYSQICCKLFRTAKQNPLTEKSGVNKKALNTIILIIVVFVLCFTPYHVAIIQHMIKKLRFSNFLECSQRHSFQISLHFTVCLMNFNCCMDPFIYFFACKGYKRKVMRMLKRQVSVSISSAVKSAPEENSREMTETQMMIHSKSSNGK
UBC13 polyUb: inhibitors of human UBC13 polyubiquitin chain formation; P61088; TR-FRET; inhibition, % at 20 µM; 330,000 compounds, 0.47% hits; AID 485273; in the data active = inhibition above about 45%, passing the limit was not always enough; inconclusive = no clear call, values can overlap the other calls
CCR6 antag: antagonists of human CCR6 receptor; P51684; CHO-K1 CCR6 PathHunter beta-arrestin, luminescence, CCL20-stimulated; inhibition, % at 20 µM; 340,000 compounds, 0.49% hits; AID 493098;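 active = compounds whose inhibition of the agonist-driven luminescence signal at 20 µM reaches about 50%, limit read from the data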;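 note: cells stimulated with CCL20 at 14 nM final; plate controls were DMSO with CCL20 for no effect and DMSO without agonist for full effect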
697 NFkB inh: lowers PMA/ionomycin-induced NF-kB signal in 697 B cells; 697 B-cell NF-kB luciferase reporter, 16 h; inhibition, % at 4 µM; 330,000 compounds, 0.33% hits; AID 435022; in the data active = inhibition above about 35%
APJ antagonist: antagonists of human APJ apelin receptor | P35414 | CHO-K1 APJ beta-arrestin complementation, luminescence | inhibition, % at 20 µM | 330,000 compounds, 0.32% hits;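 active = inhibition above about 40% at 20 µM, limit read from the data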;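 note: cells challenged with 10 nM apelin-13 agonist together with compound; plate controls were apelin-13 plus DMSO wells for no effect and DMSO wells lacking apelin-13 for full effect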
Target sequence (P35414 whole entry, looked up): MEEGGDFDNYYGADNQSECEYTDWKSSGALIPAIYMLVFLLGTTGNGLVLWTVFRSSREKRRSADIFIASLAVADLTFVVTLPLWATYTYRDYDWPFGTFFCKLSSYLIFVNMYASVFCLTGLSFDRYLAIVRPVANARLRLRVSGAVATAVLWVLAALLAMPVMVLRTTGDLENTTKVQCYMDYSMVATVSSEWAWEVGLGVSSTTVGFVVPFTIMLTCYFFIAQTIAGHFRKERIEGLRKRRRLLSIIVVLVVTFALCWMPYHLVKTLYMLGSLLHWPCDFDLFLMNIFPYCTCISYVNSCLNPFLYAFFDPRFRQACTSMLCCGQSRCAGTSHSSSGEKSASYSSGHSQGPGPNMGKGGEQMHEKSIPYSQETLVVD
Jurkat NFkB inh: inhibitors of the PMA/ionomycin-induced NF-kB reporter in Jurkat cells; PMA/ionomycin-induced NF-kB luciferase reporter, luminescence; inhibition, % at 4 µM; 330,000 compounds, 0.53% hits; AID 435003; in the data active = inhibition above about 50%
CXCR6 inh: CXCR6 (human) receptor inhibition; CHO-K1 PathHunter CXCR6 beta-arrestin, luminescence; 360,000 compounds, 0.36% hits; O00574; inhibition, % at 20 µM; AID 602244; in the data active = inhibition above about 34%, passing the limit was not always enough;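 note: antagonist mode with CXCL16 agonist at 10 nM final; 0% = 10 nM CXCL16 with DMSO and 100% = unstimulated wells without agonist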
Target sequence (O00574 whole entry, looked up): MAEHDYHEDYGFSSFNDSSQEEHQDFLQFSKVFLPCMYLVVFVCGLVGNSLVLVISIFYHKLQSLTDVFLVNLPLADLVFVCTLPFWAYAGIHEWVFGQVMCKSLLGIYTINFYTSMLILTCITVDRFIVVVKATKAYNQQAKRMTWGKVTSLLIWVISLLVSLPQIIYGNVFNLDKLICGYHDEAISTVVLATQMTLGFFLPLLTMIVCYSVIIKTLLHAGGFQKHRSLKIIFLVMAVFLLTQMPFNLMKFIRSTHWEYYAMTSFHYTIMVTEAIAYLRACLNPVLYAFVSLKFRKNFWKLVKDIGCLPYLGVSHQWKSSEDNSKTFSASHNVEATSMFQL
Gli-Sufu block: antagonists of Gli-Sufu signaling; 340,000 compounds, 0.74% hits; inhibition, % at 5 µM; AID 588413; Sufu-KO-LIGHT fibroblasts, Gli luciferase reporter luminescence;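 active = inhibition above about 55%, limit read from the data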;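 note: 0% = DMSO-treated cells and 100% = wells with medium but no cells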
* hit, by the source's call; ? = inconclusive; · = no result given.

Abbreviations – A = EBI2 antag; B = UBC13 polyUb; C = CCR6 antag; D = 697 NFkB inh; E = APJ antagonist; F = Jurkat NFkB inh; G = CXCR6 inh; H = Gli-Sufu block
COc1ccc(/C=C/C(=O)OCC(=O)NC(C)CCc2ccccc2)cc1OC (centres undefined)
  A: 10	B: 15	C: 9	D: 13	E: -5	F: 9	G: 1	H: -2

CCCCC1NC(C(=O)O)CS1 (centres undefined)
  A: -14	B: 4	C: -6	D: 3	E: 3	F: 13	G: -5	H: 39

CCN1CCN(S(=O)(=O)Cc2ccccc2)CC1
  A: -8	B: 0	C: 11	D: 2	E: 10	F: 5	G: 5	H: -11

CCOC(=O)c1sc(NC(=O)C(C)(C)C)cc1C
  A: -2	B: -2	C: -1	D: -65	E: -3	F: -88	G: 2	H: -70

CCOC(=O)c1ccc(NC(=O)c2ccc(OC(C)C)c(OC)c2)cc1
  A: 10	B: 8	C: -11	D: -7	E: 15	F: 5	G: -3	H: -20

O=C(NCc1ccco1)c1ccc(Cl)nc1
  A: -11	B: 0	C: 1	D: 5	E: 9	F: 8	G: 1	H: 0

COC(=O)c1cc([N+](=O)[O-])ccc1N1CCN(Cc2ccccc2)CC1
  A: 13	B: -7	C: 7	D: -4	E: 0	F: -1	G: -5	H: 6

CC(C)NC(=O)Nc1cccc2c1O[C@H](CN(C)C(=O)Nc1ccccc1)[C@@H](C)CN([C@H](C)CO)C2=O
  A: 9	B: -8	C: 5	D: -14	E: 3	F: -14	G: 14	H: -8

Cc1cccc(C(=O)NC2CCN(C(=O)Nc3ccccc3C)CC2)c1
  A: -9	B: 1	C: -3	D: 6	E: 4	F: 1	G: -10	H: 67*

COC(CNC(=O)c1ccc2c(c1)ncn2-c1ccc(C)cc1C)OC
  A: 3	B: 10	C: 2	D: 14	E: -15	F: -12	G: -3	H: 6

CCOc1cc(S(=O)(=O)n2ccnc2)ccc1Br
  A: 2	B: 6	C: 11	D: 5	E: 5	F: -8	G: 0	H: 3

CCOC(=O)C1=C(N)OC2=C(C(=O)CC(C)(C)C2)C1c1ccccc1OCC#N (centres undefined)
  A: -2	B: -5	C: 5	D: 2	E: 7	F: -2	G: 1	H: 3

O=C(O)c1ccc(CSc2nc3ccc(N4C(=O)C5C6C=CC(C6)C5C4=O)cc3s2)cc1 (centres undefined)
  A: -8	B: -7	C: 4	D: -20	E: -9	F: -1	G: -6	H: -1

COCCNC(=O)CN(Cc1ccccc1)S(=O)(=O)c1ccc2nc(C)sc2c1
  A: -8	B: 0	C: -4	D: 12	E: -7	F: 13	G: -1	H: -1

Cc1ccc(S(=O)(=O)n2cnc(C)c2)cc1
  A: -1	B: -3	C: 0	D: 0	E: 1	F: -7	G: 8	H: -7

CC(=O)c1ccc(NC(=S)NC(NC(=O)c2ccco2)C(Cl)(Cl)Cl)cc1 (centres undefined)
  A: -8	B: 4	C: 19	D: -18	E: -7	F: -2	G: 1	H: -10

CC1CCCN(S(=O)(=O)c2ccc(C(=O)Nc3nnc(-c4ccccc4Cl)o3)cc2)C1 (centres undefined)
  A: 0	B: -25	C: -3	D: -56	E: 7	F: 11	G: 11	H: 15

COc1ccc([C@@H]2CC(=O)c3c(O)cc(O[C@@H]4OC(CO[C@@H]5OC(C)[C@H](O)[C@H](O)C5O)[C@@H](O)[C@@H](O)C4O)cc3O2)cc1O (some centres undefined)
  A: -3	B: -10	C: 2	D: 8	E: 7	F: -3	G: -2	H: -4

O=C(O)CCS(=O)(=O)Cc1ccccc1F
  A: -15	B: 4	C: 12	D: -5	E: 24	F: 3	G: 5	H: 2

COc1ccc(S(=O)(=O)N2CCN(C(=O)CCc3c[nH]c4ccccc34)CC2)cc1
  A: 3	B: -2	C: 6	D: 11	E: -40	F: 18	G: 1	H: 17

CN(C)S(=O)(=O)N1CCC(Oc2ccc(C(=O)NC3CCCCC3)cc2)CC1
  A: -4	B: 11	C: 12	D: -6	E: -35	F: -6	G: 6	H: 4

CC(=O)Nc1ccc(N(C(=O)Cc2cccs2)C(C(=O)NC2CCCC2)c2ccncc2)cc1 (centres undefined)
  A: -2	B: 0	C: 7	D: -27	E: -4	F: -14	G: 5	H: 1

C=CCn1cc(-c2cccc(C(F)(F)F)c2)cc(C#N)c1=O
  A: 3	B: 7	C: 8	D: 18	E: 6	F: 14	G: 0	H: 4

CCN(C(=O)COC(=O)/C=C/c1cccc(Cl)c1)c1c(N)n(Cc2ccccc2)c(=O)[nH]c1=O
  A: 6	B: -7	C: -7	D: 12	E: 8	F: -6	G: 14	H: 8

Oc1cccc2c3c(oc12)CCCC3
  A: -4	B: 2	C: -2	D: -10	E: 0	F: 1	G: -6	H: 6

(cont.)
mol,EBI2 antag,UBC13 polyUb,CCR6 antag,697 NFkB inh,APJ antagonist,Jurkat NFkB inh,CXCR6 inh,Gli-Sufu block
C=CCOc1ccccc1CNc1ccc2[nH]c(=O)[nH]c2c1,-6,1,-14,9,-3,8,-12,1
COc1ccccc1CNC(=O)CS(=O)Cc1nc(-c2ccccc2C)oc1C (centres undefined),-3,6,8,-6,0,-2,4,-6
O=C(Cn1cnc2ccccc2c1=O)NNC(=O)c1ccccc1,6,1,-4,12,-6,-7,-18,-1
O=C(CSc1n[nH]c(-c2ccncc2)n1)Nc1ccccc1C(F)(F)F,-13,6,-15,20,-4,15,-4,-11
O=C(CN(c1ccccc1)S(=O)(=O)c1ccccc1)Nc1ccccc1C(=O)NCc1ccco1,4,-4,1,4,3,10,5,4
CS/C(=N\S(=O)(=O)c1cccs1)Nc1cccc(Cl)c1C,-1,-5,12,10,-13,-1,12,-6
CCCCNC(=O)[C@]1(C)CCC[C@@]2(C)C3CC[C@@]4(C)C[C@]3(CCC21)CC4=O (some centres undefined),9,4,13,1,10,-2,-1,5
O=C(CSc1nnc(C2CC2)n1-c1ccccc1)NCCN1C(=O)CSC1=O,-6,8,-1,12,3,-14,-8,-6

Continuation:
mol,EBI2 antag,UBC13 polyUb,CCR6 antag,697 NFkB inh,APJ antagonist,Jurkat NFkB inh,CXCR6 inh,Gli-Sufu block
Cc1onc(-c2ccccc2)c1C(=O)N/N=C/C=C/c1ccccc1,22,-13,-8,-3,-5,-3,-1,0
Cc1cc(C)c2[nH]c(C)c(CN3CCCCCC3)c(=O)c2c1,0,13,9,20,-6,-16,-1,45
CN(c1ccccc1)S(=O)(=O)c1ccc(Cl)c(C(=O)Nc2ccc(N3CCOCC3)cc2)c1,-23,-11,9,-33,5,-8,2,-8
CC1=CC(C)(C)n2c(O)c(C3=NC(=S)NC3=O)c3cc(OC(=O)c4cccc5ccccc45)cc1c32,13,-23,17,-8,28,4,20,16
CCCSc1nc2[nH]ncc2c(=O)[nH]1,-3,-4,-10,-14,-4,11,3,12
O=C1Nc2ccccc2S/C1=C/c1cccs1,-6,0,7,-48,6,-23,2,24
CCC1(C)Cc2c(sc3nc(SC)[nH]c(=S)c23)CO1 (centres undefined),·,?,6,17,24,12,·,15
CCOc1ccc(C(=O)Nc2ccc(S(=O)(=O)Nc3cc(C)on3)cc2)cc1,1,-2,-4,10,5,13,2,5

The final two entries of the section above are carried over, then new ones follow:
mol,EBI2 antag,UBC13 polyUb,CCR6 antag,697 NFkB inh,APJ antagonist,Jurkat NFkB inh,CXCR6 inh,Gli-Sufu block
CCC1(C)Cc2c(sc3nc(SC)[nH]c(=S)c23)CO1 (centres undefined),·,?,6,17,24,12,·,15
CCOc1ccc(C(=O)Nc2ccc(S(=O)(=O)Nc3cc(C)on3)cc2)cc1,1,-2,-4,10,5,13,2,5
O=C(Nc1ccc(S(=O)(=O)N2CCOCC2)cc1)c1ccc(Cl)cc1,-1,4,0,-5,-66,12,4,9
CCOC(=O)C1CCCN(C(=O)c2cc(Nc3ccc(OC)cc3OC)nc3ccccc23)C1 (centres undefined),-13,-7,5,11,9,7,4,1
Cc1csc(NC(=O)C2CCCN2C(=O)OCC(C)C)n1 (centres undefined),1,-11,17,-15,-19,-4,-6,6
CCc1ccc(/C=C2/Sc3ccccc3N(CC(=O)NCCCN3CCOCC3)C2=O)cc1,3,7,26,-13,14,-3,-2,0
COc1ccc(C(=O)CCc2ccccc2)cc1,27,2,16,-38,13,-33,3,-15
Cc1nc(SCC(=O)NCC2COc3ccccc3O2)c2c(C)c(C)sc2n1 (centres undefined),-10,0,19,-23,26,15,7,4
CCCCn1nnnc1SCC(=O)Nc1ccc2c(c1)OCO2,3,3,-1,-11,11,1,2,-19
CN1CCN(c2ccc(NS(=O)(=O)c3ccc(Cl)cc3)cn2)CC1,10,4,0,0,3,-1,-11,14

The list goes on:
mol,EBI2 antag,UBC13 polyUb,CCR6 antag,697 NFkB inh,APJ antagonist,Jurkat NFkB inh,CXCR6 inh,Gli-Sufu block
O=C(CN1CCN(c2cccc(C(F)(F)F)c2)CC1)Nc1cccc(C(F)(F)F)c1,-4,0,-1,0,15,11,-1,-31
C=CCNCCOc1c(C)cc(C)cc1Cl,-3,4,18,-9,4,7,2,3
CCN(C(=O)CSc1ncnc2sccc12)c1c(N)n(Cc2ccccc2)c(=O)[nH]c1=O,-7,0,8,7,4,8,2,-3
CC(C)n1c(SCC(=O)NC2CC2)nnc1C1CC1,1,-3,5,12,-4,9,9,-1
CCC(=O)NC(c1ccc(OC)cc1)c1c(O)ccc2ccccc12 (centres undefined),-10,9,13,-3,11,47,10,-10
O=C(NCCc1ccccc1Cl)c1cc(COc2ccc(F)cc2F)on1,57*,-3,-3,1,-7,10,-12,-6
Cc1noc(NS(=O)(=O)c2ccc(NC(=O)NC(C)(C(F)(F)F)C(F)(F)F)cc2)c1C,4,-4,7,7,9,-1,-2,-5
O=C(NN=Cc1cccc([N+](=O)[O-])c1)c1cc(-c2cccnc2)nc2ccccc12,12,4,12,9,4,12,-6,-11

Some of the entries so far, with each value named.
O=C(CN1CCN(c2cccc(C(F)(F)F)c2)CC1)Nc1cccc(C(F)(F)F)c1
  EBI2 antag = -4	UBC13 polyUb = 0	CCR6 antag = -1	697 NFkB inh = 0	APJ antagonist = 15	Jurkat NFkB inh = 11	CXCR6 inh = -1	Gli-Sufu block = -31

C=CCNCCOc1c(C)cc(C)cc1Cl
  EBI2 antag = -3	UBC13 polyUb = 4	CCR6 antag = 18	697 NFkB inh = -9	APJ antagonist = 4	Jurkat NFkB inh = 7	CXCR6 inh = 2	Gli-Sufu block = 3

CCN(C(=O)CSc1ncnc2sccc12)c1c(N)n(Cc2ccccc2)c(=O)[nH]c1=O
  EBI2 antag = -7	UBC13 polyUb = 0	CCR6 antag = 8	697 NFkB inh = 7	APJ antagonist = 4	Jurkat NFkB inh = 8	CXCR6 inh = 2	Gli-Sufu block = -3

CC(C)n1c(SCC(=O)NC2CC2)nnc1C1CC1
  EBI2 antag = 1	UBC13 polyUb = -3	CCR6 antag = 5	697 NFkB inh = 12	APJ antagonist = -4	Jurkat NFkB inh = 9	CXCR6 inh = 9	Gli-Sufu block = -1

Remaining list, next part:
mol,EBI2 antag,UBC13 polyUb,CCR6 antag,697 NFkB inh,APJ antagonist,Jurkat NFkB inh,CXCR6 inh,Gli-Sufu block
COc1ccc(C2N=C(c3ccccc3)C(C)(C)N2O)cc1 (centres undefined),8,-8,45,15,21,17,23,-10
COc1ccc(-c2cc(C(=O)N3CCCCC3)c3ccccc3n2)cc1,-4,11,2,-3,-3,-6,1,-13
CCn1cc(C(=O)N(C)c2ccc(OC)cc2)c2cc(OC)c(OC)cc2c1=O,-7,2,10,4,1,0,2,-5
COc1ccc(NC(=O)CN(C)CC(=O)N(C)C2(C#N)CCC(C)CC2)cc1 (centres undefined),-12,4,10,22,2,9,-1,-6
Cc1cc(C(=O)NNC(=S)NCC(C)C)cs1,-10,2,0,-13,-34,-1,-2,1
c1ccc2c(OCCCN3CCCCCC3)cccc2c1,3,-2,0,6,5,0,7,18
Cc1cccn2c(=O)c3cc(C(=O)NCc4ccccc4)c(=N)n(CCCN4CCOCC4)c3nc12,10,·,18,·,·,·,24,4
Cc1cc(C(=O)N2CCN(C(c3ccccc3)c3ccccc3)CC2)on1,31,6,12,6,18,7,9,·
CCOc1ccc2[nH]cc(C(=O)NCCc3ccccc3)c(=O)c2c1,12,0,-12,-32,-28,0,-11,7
O=C(Nc1ncccn1)C1c2ccccc2Oc2ccccc21,-5,-2,11,24,11,0,-1,3
COc1ccc2c(c1)c(C(=O)N/N=C/c1cccc(O)c1)c(C)n2C,10,-1,4,-17,-15,9,-4,2
